Bioassay records deposited in PubChem BioAssay by Sanford-Burnham Center for Chemical Genomics.
NALP3 yeast inh = NALP3 inflammasome inhibitors in reconstituted yeast, primary screen, luminescence, uHTS. inhibition, % at 10 µM. Yeast reconstituted NLRP3/ASC/caspase-1, beta-gal luminescence, 24 h. AID 2825, 2010. hit rate 0.39% among 330,000;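 active = inhibition of 50% or more; inactive = inhibition below 50%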;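 also: plate controls were induced DMSO wells for no effect and uninduced yeast grown without galactose for full effect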
MPTP block = mitochondrial permeability transition pore inhibitors, primary screen, biochemical, isolated mouse mitochondria, absorbance. Ca2+ swelling absorbance, 30 min. inhibition, % at 10 µM. hit rate 1.4% among 360,000;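 active = inhibition of 50% or more, scaled per plate between neutral and stimulator controls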;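 also: 0% = DMSO wells given calcium and 100% = 1 mM EGTA wells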
tim23-1 inh = growth inhibitors of tim23-1 mutant yeast, primary screen, luminescence, uHTS; hit rate 1.3% among 330,000; inhibition, % at 20 µM; S. cerevisiae tim23-1 growth, BacTiter-Glo luminescence, 24 h;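 active = growth inhibition of the mutant yeast at or above 50%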;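 also: temperature-sensitive mutant grown at 25 °C; plate controls were DMSO-treated mutant yeast for no effect and medium wells lacking yeast for full effect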
MIN6 prolif = inducers of MIN6 beta-cell proliferation, primary screen, ATP luminescence, uHTS | MIN6 cells proliferation, ATPlite luminescence, 48 h; cells starved in 0.2% serum; 100% = growth in 10% serum | hit rate 0.29% among 330,000 | proliferation, % at 10 µM;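 active = compounds whose signal lies at least 3.5 SD above the mean of all wells on their plate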;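 also: 0% = DMSO-treated cells in low-serum medium and 100% = 10% serum control; some compounds called inactive have numbers as strong as hits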
NR3A LBD binder = binders of NR3A ligand-binding domain, primary screen, biophysical, differential scanning fluorimetry, uHTS; hit rate 2.5% among 340,000; NR3A LBD differential scanning fluorimetry, Tm shift; 0% = protein alone, 100% = glycine-bound protein; Glutamate receptor ionotropic, NMDA 3A (GRIN3A) ligand-binding domain; Tm shift relative to glycine control, % at 25 µM;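 active = melting temperature shift of at least 10% of the positive control shift, at one fixed dose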
APJ antag = antagonists of human apelin receptor APJ, primary screen, CHO-K1 cells, beta-arrestin complementation, luminescence | P35414 | AID 2521, 2010 | inhibition, % at 20 µM | hit rate 0.32% among 330,000;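 active = inhibition above about 40% at 20 µM, limit read from the data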;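 also: cells challenged with 10 nM apelin-13 agonist together with compound; plate controls were apelin-13 plus DMSO wells for no effect and DMSO wells lacking apelin-13 for full effect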
Target sequence (P35414 whole entry, looked up): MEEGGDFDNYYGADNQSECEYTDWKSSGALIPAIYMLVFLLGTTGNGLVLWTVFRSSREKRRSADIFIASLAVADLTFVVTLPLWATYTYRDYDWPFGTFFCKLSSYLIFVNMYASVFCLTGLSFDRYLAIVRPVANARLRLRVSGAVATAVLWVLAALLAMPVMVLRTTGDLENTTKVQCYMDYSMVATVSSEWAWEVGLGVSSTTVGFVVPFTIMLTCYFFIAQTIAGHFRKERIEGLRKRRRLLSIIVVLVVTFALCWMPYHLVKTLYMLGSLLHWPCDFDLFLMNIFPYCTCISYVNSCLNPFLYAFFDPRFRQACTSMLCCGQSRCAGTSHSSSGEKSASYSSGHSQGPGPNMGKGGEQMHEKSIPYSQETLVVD
tim10-1 inh = growth inhibitors of tim10-1 mutant yeast, primary screen, luminescence, uHTS; S. cerevisiae tim10-1 ts strain growth, BacTiter-Glo, 24 h; hit rate 2.2% among 330,000; AID 463190, 2010; inhibition, % at 20 µM;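 active = inhibition of at least 40%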;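 also: mutant grown at 25 °C; 0% = DMSO wells with yeast and 100% = wells holding no yeast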
TIM10 inh = growth inhibitors of isogenic TIM10 control yeast, primary screen, counter-screen for tim10-1 yeast inhibitor project, luminescence, uHTS | S. cerevisiae TIM10 strain growth, BacTiter-Glo luminescence, 24 h | inhibition, % at 10 µM | hit rate 1.4% among 330,000 | AID 463195, 2010;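 active = inhibition of 40% or more at the single tested concentration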;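 also: wild-type TIM10 isogenic control strain grown at permissive 25 °C; 0% = DMSO yeast wells and 100% = minimal medium wells without yeast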
APJ ag = agonists of human apelin receptor APJ, primary screen, CHO-K1 cells, PathHunter beta-arrestin, luminescence | 0% DMSO wells, 100% apelin | AID 2520, 2010 | activation, % at 20 µM | hit rate 0.11% among 330,000;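 active = activation more than six SD over the plate average, tested at 20 µM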;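 also: 0% = DMSO alone and 100% = apelin-13 at 10 nM; some results filed as inactive read as strong as hits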
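Test system: CHO-K1 APJ beta-arrestin complementation cell line | Compound: Single test compound dose, 20 µM final, 1% DMSO | Incubation: Compound 90 min 25 °C, reagent 1 h | Measured by: beta-gal luminescence | Read-out basis: APJ–arrestin association signal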
Active calls of the source: *; . = no result given. Compounds as they come. Share with any hit: about 7.2%.

SMILES	NALP3 yeast inh	MPTP block	tim23-1 inh	MIN6 prolif	NR3A LBD binder	APJ antag	tim10-1 inh	TIM10 inh	APJ ag
O=C(c1ccc2ccccc2c1)C1CCCN(C(=O)CCn2cnnn2)C1 (stereo not given)	8	-3.1	3	-1	0	-15	23	-17	-6
COc1ccccc1CNS(=O)(=O)c1cc2c3c(c1)C(C)C(=O)N3CCC2 (stereo not given)	5	2.4	-4	-1	3	-10	5	-4	0
CC(=O)NC1=NC(=O)/C(=C/c2cn(C(C)=O)nc2-c2ccccc2)S1	6	3.2	-1	6	2	12	5	-21	2
O=c1cc(NCCO)c2ccccc2o1	1	-4.3	10	-2	1	22	-9	1	0
COc1ccccc1CN1C[C@@H]2C[C@@H](c3ccccc3C)N3CCC[C@@]23C1=O	18	1.7	25	1	2	10	30	18	-3
CCOc1ccccc1NC(=O)c1c(NC(=O)CCC(=O)O)sc2c1CCCCC2	3	-1.4	28	0	1	-1	32	22	-2
C=CCn1c(SCC(=O)NCc2ccccc2)nnc1-c1ccccc1O	-3	2.3	6	-5	1	-2	20	16	-3
Cc1ccc(C)c(NC(=S)NCCN2CCOCC2)c1	7	-0.8	6	0	4	-10	5	9	6
CCCC(=O)Nc1ccccc1NC(=O)c1ccc(OCC)cc1	1	1.5	-1	2	-4	14	6	3	-3
Cc1ccc(NC(=O)C2(c3ccc([N+](=O)[O-])cc3)CCCC2)cc1	2	23	-3	-4	-7	1	23	-6	0
Cc1cc(NNC(=O)c2cccc(C(F)(F)F)c2)nc2c1c(C)nn2C	23	86*	5	1	1	7	-25	-21	0
CC(NC(=O)c1cc(S(=O)(=O)N2CCCC2)cn1C)c1ccccc1 (stereo not given)	4	-0.6	-1	0	9	9	3	8	-2
CCN(CC)S(=O)(=O)c1ccc(-c2nnc(SCC(=O)Nc3ccc(OC)cc3)o2)cc1	6	1.6	15	-1	-1	-6	28	13	-6
CC(=O)NC(Cc1ccc(F)c(F)c1)C(=O)NC1CCN(c2c(Cc3ccccc3)c(C)nc3ncnn23)CC1 (stereo not given)	0	-1.3	9	-3	-2	-35	12	7	-1
CCCCC(=O)Nc1cc([N+](=O)[O-])ccc1F	-3	0.6	8	3	-8	15	16	12	-4
O=C(Nc1cccnc1)c1cc2c(s1)-c1ccccc1OC2	29	1.8	-4	1	35*	5	-17	4	0
CC(C)[C@H]1COCCS(=O)(=O)N1Cc1ccccc1-c1ccccc1	.	0.2	43	.	0	.	14	-1	.
CC(NC(=O)Cc1ccc(Br)cc1)c1ccccc1 (stereo not given)	12	-0.2	5	-3	2	-1	4	-13	-1
CCOc1ccccc1N1CCN(C(=O)c2cc3ccccc3cc2OC)CC1	11	-3.2	30	-2	0	18	20	9	-5
CCOC(=O)N1CCN(Cc2nc3c(c(=O)n(C)c(=O)n3C)n2CCC(C)C)CC1	4	-1.3	29	-1	-2	-15	15	7	1
COc1cccc(C2CC(C(F)(F)F)n3ncc(C(=O)NCc4ccco4)c3N2)c1 (stereo not given)	4	-1.3	29	0	2	16	26	8	0
Cc1cc(C(F)F)n2nc(C(=O)Nc3sc4c(c3C(N)=O)CCC4)nc2n1	18	1.2	23	2	-2	5	7	-18	-2
NC(=O)c1ccc(OCC(F)(F)F)nc1	12	3.1	4	0	-1	3	8	14	-1
O=C(CCS(=O)(=O)c1ccc(Br)s1)NCc1ccccc1	19	-0.8	12	-1	-2	6	26	-10	-1
O=C(C[C@H]1C[C@H](C(=O)N2CCOCC2)[C@@]2(CCC3CCCC3)c3[nH]c4ccc(Cl)cc4c3CCN2C1=O)NCCN1CCOCC1	.	-0.9	43	.	0	.	25	9	.
COc1ccc(OCCCC(=O)N2CCN(S(=O)(=O)c3cccc(F)c3)CC2)cc1	-7	-3.0	26	3	1	11	30	8	-3
COc1ccc(NC(=O)c2cccs2)cc1O	17	-0.2	49	-2	-23	2	0	21	4
CCCCCOc1ccc(C2C(C(=O)c3ccc(C)o3)=C(O)C(=O)N2c2cc(C)on2)cc1 (stereo not given)	33	17	22	-4	-4	-25	25	6	0
NC(=O)c1cccc(C(N)=O)n1	3	0.2	11	-3	-1	7	-10	-8	-3
Cc1cnc(C(=O)Nc2nccs2)cn1	0	-3.0	-3	-2	-1	9	-8	7	-1
CC(C)(C)C1CCc2c(sc(NC(=O)CSc3ncn[nH]3)c2C#N)C1 (stereo not given)	21	52*	38	-6	2	1	40*	23	-1
Oc1c(C(c2ccccn2)N2CCOCC2)ccc2cccnc12 (stereo not given)	21	-4.0	8	-4	.	-17	44*	-3	1
O=C(C1=C(O)C(=O)N(CCOCCO)C1c1ccccn1)c1cccs1 (stereo not given)	13	0.8	8	4	1	19	4	6	1
CC(NC(=O)COC(=O)CN1C(=O)C2CCCCC2C1=O)c1ccccc1 (stereo not given)	8	-0.8	14	1	0	3	6	-2	-3
CC(C)CNS(=O)(=O)c1ccc(CCC(=O)NCc2ccc(Cl)cc2)cc1	5	-1.1	18	1	2	10	8	-2	-3
Cc1cc(S(=O)(=O)NCCN2CCOCC2)ccc1Cl	8	-0.5	1	-2	-3	10	-28	-22	-1
CCOC(=O)c1sc2nc(C)cc(C)c2c1NC(=O)c1ccco1	10	3.8	19	-2	0	5	11	9	-4
Cc1ccc(N2C(=O)CSC23C(=O)Nc2ccccc23)cc1 (stereo not given)	1	14	1	1	-1	12	14	9	-1
CC(C(N)=O)N1C(=O)C2C3C=CC(C3)C2C1=O (stereo not given)	-7	0.0	14	-2	-1	14	11	1	-2
CCCNC(=O)C(=O)NCCC1=CCCCC1	11	-0.9	-2	-1	0	15	-7	-7	2
c1cc(-c2sc(-c3ccncc3)c(-c3ccncc3)c2-c2ccncc2)ccn1	5	2.3	17	-2	-2	-4	-6	12	1
O=C(COC(=O)C12CC3CC(CC(Br)(C3)C1)C2)Nc1cccc(S(=O)(=O)N2CCOCC2)c1	22	1.7	14	-4	-1	4	7	7	1
Cc1cccc(-c2cc3nc(C)c(C)c(NCCCn4ccnc4)n3n2)c1	-1	1.0	2	-5	-2	6	4	-1	-2
COc1cccc(N2CC(NS(=O)(=O)c3cccnc3)CC2=O)c1 (stereo not given)	-7	-0.4	-13	2	1	3	-11	6	-6
O=C(CNS(=O)(=O)c1c(Cl)cccc1Cl)OCC(=O)N1CCN(c2ccccc2)CC1	8	-0.3	9	0	-2	5	17	-7	0
O=C(CSCc1c(F)cccc1Cl)NNC(=S)NC1CCCCC1	15	3.1	21	-1	-7	-38	33	20	3
CCC1CCCCN1C(=O)c1ccc(OC)c(OC2CCN(C(C)C)CC2)c1 (stereo not given)	2	1.5	6	-2	-1	5	-12	-4	0
S=C(NCCN1CCOCC1)Nc1cccc2ccccc12	9	-0.2	15	-4	6	-17	10	2	-2
COc1ccc(-n2c(CNc3ccc(C)cc3)nnc2SCC(=O)Nc2nc(-c3ccccc3)cs2)cc1	-9	-0.1	1	-7	-2	-8	-7	-7	-3
O=C(O)CCCC(=O)N1CC(=O)Nc2ccccc21	2	-4.5	8	-1	0	9	1	-3	-2

(continued)
SMILES	NALP3 yeast inh	MPTP block	tim23-1 inh	MIN6 prolif	NR3A LBD binder	APJ antag	tim10-1 inh	TIM10 inh	APJ ag
Cc1ccccc1S(=O)(=O)Cc1ccc(C(=O)NCCCN2CCCC2)o1	19	-0.3	-5	-1	0	5	-1	-6	-2
CCS(=O)(=O)N1CCN(c2ccccc2F)CC1	-11	0.6	-5	1	-1	3	12	10	-4
COC(=O)CC(N)c1ccc(Br)cc1 (stereo not given)	16	-1.6	12	-2	0	-13	7	-7	-3
O=C(CNC(=O)/C(=C/c1ccccc1)NC(=O)c1ccc(Br)cc1)OCc1ccccc1	8	4.7	11	-6	-27	14	14	4	-3
O=C(N1CCOCC1)N1CCCN(C(=O)N2CCOCC2)CC1	10	0.8	1	-3	0	8	6	4	-2
C/C=C\C=C/C(=O)Nc1cccc(C2=NOC3(C2)C[C@H](C(N)=O)N(C(=O)Cc2ccc([N+](=O)[O-])cc2)C3)c1 (stereo not given in full)	-5	-0.9	7	2	-8	-15	-4	-1	10
CC(=O)c1cccc(NC(=O)c2c(F)c(F)c(F)c(F)c2F)c1	-7	3.1	15	-4	1	2	29	11	2
Cc1ccc(NC(=O)c2ccc(Cl)c(N3C(=O)C=CC3=O)c2)cc1	-1	84*	13	-4	-1	-5	68*	27	3
CCC(c1nnc(SCC(=O)Nc2nnc(-c3ccccc3)o2)n1Cc1ccccc1)N(C)C (stereo not given)	1	0.4	10	-1	-1	-1	6	-6	-2
CC1=C(C(=O)OCc2ccc3c(c2)OCO3)C(c2ccc(F)cc2)NC(=O)N1 (stereo not given)	18	0.0	24	2	-2	7	3	19	29*

Arranged by length of the SMILES (descending): some entries from above
SMILES	NALP3 yeast inh	MPTP block	tim23-1 inh	MIN6 prolif	NR3A LBD binder	APJ antag	tim10-1 inh	TIM10 inh	APJ ag
C/C=C\C=C/C(=O)Nc1cccc(C2=NOC3(C2)C[C@H](C(N)=O)N(C(=O)Cc2ccc([N+](=O)[O-])cc2)C3)c1 (stereo not given in full)	-5	-0.9	7	2	-8	-15	-4	-1	10
Cc1ccc(NC(=O)c2ccc(Cl)c(N3C(=O)C=CC3=O)c2)cc1	-1	84*	13	-4	-1	-5	68*	27	3
CC(=O)c1cccc(NC(=O)c2c(F)c(F)c(F)c(F)c2F)c1	-7	3.1	15	-4	1	2	29	11	2

Further compounds
SMILES	NALP3 yeast inh	MPTP block	tim23-1 inh	MIN6 prolif	NR3A LBD binder	APJ antag	tim10-1 inh	TIM10 inh	APJ ag
Cc1ccc(-c2nnc(Nc3ccc4c(c3)OCO4)c3ccccc23)cc1S(N)(=O)=O	-2	56*	3	0	-12	6	7	6	-1
CCN(CC)c1ccc(/C=N/NC(=O)Cc2ccc(OC)c(OC)c2)cc1	16	3.6	11	4	1	5	10	10	1
O=C(O)c1ccc(Nc2cc(Cl)c3nonc3c2[N+](=O)[O-])cc1	9	-0.5	13	-2	-3	-29	20	-6	-5
CCCCn1c(N)c(N(CC(C)C)C(=O)COc2cc(C)ccc2Cl)c(=O)[nH]c1=O	0	1.3	7	0	0	4	-6	-2	6
Cc1c(OCC(=O)NCCCN2CCOCC2)ccc2c3c(c(=O)oc12)CCCC3	15	-3.1	9	2	0	5	46*	25	-2
CCCOc1ccc(/C=C/C(=O)NC2CCCCC2)cc1	12	0.3	13	0	0	6	8	-10	-3
Cc1onc(-c2ccccc2Cl)c1C(=O)N1CCCCC1C (stereo not given)	18	0.4	24	-4	-1	2	32	5	-4
CC(=O)CCc1ccc(OCC(O)CNC2CCCc3ccccc32)cc1 (stereo not given)	3	1.6	4	-2	7	0	13	8	-1
Cc1ccc(OCc2nc(-c3cccnc3)no2)cc1C	51*	-3.3	16	1	-1	-4	13	4	-4
O=C(COc1ccccc1)N/N=C/c1ccc([N+](=O)[O-])o1	15	3.1	54*	-6	-3	-15	39	31	3
COc1ccc(OC)c(/C=N/NC(=O)c2cccc3ccccc23)c1	3	1.6	10	0	3	4	4	16	-2
Cc1cc(C)n2nc(C(=O)OCC(=O)N3CC(C)CC(C)C3)nc2n1 (stereo not given)	5	-0.1	9	-2	-1	5	3	0	-7
